APP 5'UTR act = activators of APP 5'UTR luciferase reporter, primary screen, SH-SY5Y cells. SH-SY5Y APP 5'UTR luciferase reporter, luminescence; zero percent = DMSO vehicle wells. activation, % at 2 µM. 1% of 190,000 active. AID 1276, 2008;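 active = activation above a set limit, based on mean plus 3 SD of controls, cut at about 140% in these data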; note: values of inactives mirror those of a sister screen read the other way
STAT1 inh = STAT1 signaling inhibitors, primary screen, cell-based, HTS, luciferase reporter; NIH 3T3 STAT1-luciferase reporter, IFN-gamma, luminescence; inhibition, % at 5.5 µM; 0.35% of 200,000 active; AID 920, 2007;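 active = inhibition above a set limit, the mean inhibition across all tested compounds plus 3 SD, cut at about 34% in these data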;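 note: 0% = IFN-gamma with DMSO and 100% = IFN-gamma with 300 µM nifuroxazide; values of inactives mirror those of a sister screen read the other way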
Efa HMGR inh = inhibitors of E. faecalis class II HMGR, primary screen, biochemical, Enterococcus faecalis | HMG-CoA reductase (Enterococcus faecalis, mvaE) | 0.41% of 190,000 active | purified E. faecalis HMGR, NADPH absorbance 340 nm kinetic | inhibition, % at 10 µM;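 active = inhibition above a set limit, the median over all tested compounds plus 3 SD, cut at about 9.5% in these data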;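 note: enzyme runs in reverse so mevalonate oxidation gives rising NADPH absorbance; 0% = complete reaction with DMSO and 100% = background rate lacking mevalonate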
Hsp70 activator = Hsp70 transcriptional activators, primary screen, cell-based, HeLa, Hsp70 promoter luciferase, luminescence, 10 µM | activation, % at 10 µM | 0.04% of 200,000 active | AID 1203, 2008 | HeLa Hsp70 promoter luciferase reporter; scaled: vehicle 0, proteasome-inhibitor control 100%;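 active = activation above the mean across all tested compounds plus 3 SD, cutoff set per campaign, cut at about 5.5% in these data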;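 note: 100% = MG132 at 30 µM as the positive control and 0% = DMSO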
NF-kB expr up = activators of NF-kB expression in neurons, primary screen, cell-based, HTS | AID 1239, 2008 | human neuronal cells, NF-kB reporter expression; hits give high values | fold change at 12.5 µM | 1.6% of 190,000 active; in the data active = fold change above about 3.3
STAT3 act = IL-6 driven STAT3 reporter potentiators, primary screen, U3A cells, luciferase, luminescence, MLSCN library; 0.91% of 190,000 active; activation (% of control), % at 5.6 µM; IL-6 STAT3-luciferase reporter; 100% = signal with IL-6 EC80 alone;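 active = activation above the screen-wide mean of compound activation plus 3 SD, cut at about 130% in these data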;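 note: 0% = background luminescence of wells with medium and substrate only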
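Material: STAT3-luciferase reporter U3A cells; Probe or stimulus: IL-6 (33 ng/mL); Incubation: compound pre-incubation 1 h before IL-6, then 6 h stimulation at 37 °C; Technique: luminescence from STAT3-driven luciferase reporter; Evaluation: % activation versus median of IL-6-stimulated wells; Controls: IL-6-only high control.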
DTT redox prof = compounds producing H2O2 with reducing agent – biochemical, NIH compound library profiling, artefact control for MLSCN library redox annotation, primary screen; AID 878, 2007; DTT-dependent redox cycling H2O2, phenol red/HRP absorbance; 100% = 100 µM peroxide control, 0% = buffer; 0.03% of 200,000 active; activation, % at 10 µM;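 active = activation of at least 50% relative to the plate's high and low controls in the primary single-dose screen; inactive = activation below 50%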;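 note: compound incubated with DTT at 0.8 mM final as the reducing agent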
STAT1 act = STAT1 signaling activators, primary screen, cell-based, HTS, luciferase reporter | NIH 3T3 STAT1-luciferase reporter, IFN-gamma, luminescence; 100% = IFN-gamma alone, no compound | activation (% of control), % at 5.5 µM | 2.6% of 200,000 active | AID 932, 2007;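 active = activation above the screen-wide mean activation plus 3 SD, cut at about 130% in these data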;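 note: raw ratio to IFN-gamma control signal so 100% means no change and 0% no light; values of inactives mirror those of a sister screen read the other way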
TLR4-MyD88 BLA = inhibitors of TLR4-MyD88 association in cells, primary screen, cell-based, HeLa CL3-4, BLA complementation, FRET ratio | Toll-like receptor 4 (Homo sapiens) + Myeloid differentiation primary response protein … | HeLa CL3-4 TLR4/MyD88 BLA complementation | inhibition, % at 8.4 µM | 0.18% of 200,000 active | AID 861, 2007; in the data active = inhibition above about 25%;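 note: 0% = vehicle and 100% = reference inhibitor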
Target sequence (O00206 whole entry, looked up): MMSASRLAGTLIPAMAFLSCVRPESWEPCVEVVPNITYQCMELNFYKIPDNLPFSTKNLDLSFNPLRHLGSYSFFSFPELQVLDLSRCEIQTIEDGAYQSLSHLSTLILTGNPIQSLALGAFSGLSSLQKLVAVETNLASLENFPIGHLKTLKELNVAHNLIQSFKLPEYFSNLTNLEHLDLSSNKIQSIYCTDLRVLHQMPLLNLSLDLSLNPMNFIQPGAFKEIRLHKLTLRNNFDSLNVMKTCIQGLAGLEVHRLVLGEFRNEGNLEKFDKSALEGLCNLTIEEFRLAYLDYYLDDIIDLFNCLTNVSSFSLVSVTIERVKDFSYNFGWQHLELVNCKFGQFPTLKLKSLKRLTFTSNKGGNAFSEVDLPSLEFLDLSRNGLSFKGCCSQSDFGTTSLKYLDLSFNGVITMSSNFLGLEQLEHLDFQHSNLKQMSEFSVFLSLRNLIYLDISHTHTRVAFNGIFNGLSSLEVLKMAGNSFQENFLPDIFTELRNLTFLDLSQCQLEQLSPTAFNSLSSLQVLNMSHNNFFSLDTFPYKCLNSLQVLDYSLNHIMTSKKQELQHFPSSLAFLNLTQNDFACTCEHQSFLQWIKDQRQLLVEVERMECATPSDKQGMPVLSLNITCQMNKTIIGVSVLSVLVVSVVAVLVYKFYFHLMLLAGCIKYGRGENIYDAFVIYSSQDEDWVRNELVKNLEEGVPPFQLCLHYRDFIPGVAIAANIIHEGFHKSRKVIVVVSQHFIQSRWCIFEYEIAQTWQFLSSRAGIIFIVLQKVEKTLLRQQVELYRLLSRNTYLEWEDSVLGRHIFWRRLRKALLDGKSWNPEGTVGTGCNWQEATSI
Target sequence (Q99836 whole entry, looked up): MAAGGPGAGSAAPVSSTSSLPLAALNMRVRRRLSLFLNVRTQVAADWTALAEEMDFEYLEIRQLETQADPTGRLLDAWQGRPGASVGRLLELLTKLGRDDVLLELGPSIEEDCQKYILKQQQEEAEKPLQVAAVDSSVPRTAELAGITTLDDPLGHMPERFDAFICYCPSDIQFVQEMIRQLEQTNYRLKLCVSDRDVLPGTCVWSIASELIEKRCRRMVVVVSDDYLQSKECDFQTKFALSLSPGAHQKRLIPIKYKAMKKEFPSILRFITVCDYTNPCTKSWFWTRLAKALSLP
STAT3 inh = IL-6 driven STAT3 reporter inhibitors, primary screen, U3A cells, luciferase, luminescence, MLSCN library; IL-6 STAT3-luciferase reporter; host cell line lacks STAT1; inhibition, % at 5.5 µM; 0.89% of 190,000 active; AID 862, 2007;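 active = inhibition above the mean inhibition across all screened compounds plus 3 SD, cut at about 44% in these data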;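 note: 0% = DMSO only wells and 100% = 100 µM nifuroxazide control wells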
* hit, by the source's call. Not a hit list; any-hit rate near 5.6%.

1: C(=C\c1ccccc1)/CN1CCN(c2ncnc3c2oc2ccccc23)CC1
2: CC(NC(=S)Nc1ccccc1OC(F)F)C(C)(C)C (configuration not stated)
3: COc1cc(S(=O)(=O)N2CCN(c3ccc(F)cc3)CC2)ccc1Cl
4: CN(C)c1nc(C(F)(F)F)cc(=O)[nH]1
5: Cc1ccc(NC2CC(=O)N(c3ccc(C)cc3)C2=O)cc1 (configuration not stated)

compound no.,1,2,3,4,5
APP 5'UTR act,2,4,5,-6,9
STAT1 inh,21,-1,1,-5,-9
Efa HMGR inh,-1,-4,-5,1,-6
Hsp70 activator,-0.2,-0.2,0.0,0.2,-0.3
NF-kB expr up,0.92,1,1,1.1,1.4
STAT3 act,79,97,100,99,104
DTT redox prof,0.1,0.5,-1.1,-0.3,0.3
STAT1 act,81,101,99,104,108
TLR4-MyD88 BLA,9,-15,1,0,-2
STAT3 inh,28,2,6,8,3

6: COc1ccc(/C=N/Nc2nc3ccccc3c(=O)n2-c2ccccc2)cc1OC
7: COc1ccccc1C(=O)NC1CCN(C(=S)NCCc2ccccc2)CC1
8: CCOCCCNC(=O)C(c1ccc(OC)cc1)N(Cc1cccs1)C(=O)c1ccccc1O (configuration not stated)
9: O=c1cc(N2CCN(c3ccc(F)cc3)CC2)[nH]c(=O)n1C1CCCCC1
10: O=c1[nH]c(SCc2ccc(Cl)cc2)nc2[nH]ncc12

compound no.,6,7,8,9,10
APP 5'UTR act,6,4,3,11,9
STAT1 inh,-12,4,5,-12,-10
Efa HMGR inh,-2,-4,-1,-3,6
Hsp70 activator,-0.2,-0.3,0.0,-0.2,-0.3
NF-kB expr up,0.95,0.96,0.8,1.1,0.95
STAT3 act,97,99,88,87,109
DTT redox prof,0.0,-0.8,-3.5,-0.1,-0.9
STAT1 act,111,95,95,111,107
TLR4-MyD88 BLA,6,-5,7,-5,-13
STAT3 inh,3,3,24,17,-4

11: CCS(=O)(=O)c1nc(S(=O)(=O)c2ccc(Cl)cc2)c(NCc2ccccn2)s1
12: COc1ccccc1C1=NNC(=Nc2cccc(S(=O)(=O)N(C)C)c2)SC1
13: CCOC(=O)Cc1csc(NC(=O)CSc2nc(C)cc(=O)[nH]2)n1
14: Cc1ccc(C(=O)Nc2nnn(C)n2)cc1
15: CC(=O)Nc1ccc(OCC(O)CN2CCN(c3ccc(Cl)cc3)CC2)cc1 (configuration not stated)

compound no.,11,12,13,14,15
APP 5'UTR act,0,-11,10,19,-5
STAT1 inh,1,0,-5,-5,1
Efa HMGR inh,-7,0,6,2,-2
Hsp70 activator,0.7,-0.2,-0.1,0.2,0.2
NF-kB expr up,1,0.94,1,1.5,1
STAT3 act,109,93,98,105,93
DTT redox prof,0.8,-0.1,1.0,0.2,0.5
STAT1 act,98,99,104,105,99
TLR4-MyD88 BLA,-5,-2,-19,6,2
STAT3 inh,2,11,7,-4,12

16: CCSC1=N/C(=C\c2cccnc2)C(=O)N1c1ccccc1
17: CC(C)(C)C1(O)CC(C(F)(F)F)=NN1C(=O)CCc1ccccc1 (configuration not stated)
18: Cc1ccoc1C(=O)NCCNc1ccc(Cl)cc1[N+](=O)[O-]
19: CCOc1cccc(C2c3c(oc4cc(C)c(C)cc4c3=O)C(=O)N2CCCN(C)C)c1 (configuration not stated)
20: COc1ccc(CC(NC(C)=O)C(=O)NC2CCN(c3ncccc3[N+](=O)[O-])CC2)cc1 (configuration not stated)

compound no.,16,17,18,19,20
APP 5'UTR act,-8,-3,8,8,19
STAT1 inh,0,6,-7,-8,-5
Efa HMGR inh,1,1,-2,-13,-6
Hsp70 activator,-0.1,-0.1,0.1,-0.1,-0.2
NF-kB expr up,0.95,1.3,1,1.9,0.98
STAT3 act,93,101,97,101,100
DTT redox prof,0.0,-0.4,-0.2,-1.6,-1.6
STAT1 act,100,95,106,107,104
TLR4-MyD88 BLA,-25,-1,-5,7,-7
STAT3 inh,6,1,3,4,2

21: COc1ccc(CNC(=O)C(OC(=O)c2ccco2)c2ccc(OC)cc2)cc1 (configuration not stated)
22: O=C(O)c1ccccc1Nc1ccccc1C(=O)O
23: CCCCS(=O)CC(CS(=O)CCCC)OC(=O)c1ccccc1 (configuration not stated)
24: COc1cc(C(=O)N2CCN(C/C=C/c3ccccc3)CC2)cc(OC)c1OC
25: COc1ccc(NC(=O)N(Cc2cc3cc(OC)c(OC)cc3[nH]c2=O)CC2CCCO2)cc1 (configuration not stated)

compound no.,21,22,23,24,25
APP 5'UTR act,-21,-2,21,13,2
STAT1 inh,7,1,-3,3,-6
Efa HMGR inh,-3,-8,-5,-4,0
Hsp70 activator,-0.4,-0.1,0.1,0.1,0.0
NF-kB expr up,1.4,1.1,0.98,1,1.1
STAT3 act,99,100,108,96,103
DTT redox prof,0.8,-4.1,-0.2,1.3,-0.2
STAT1 act,91,99,102,99,107
TLR4-MyD88 BLA,-8,-6,8,-3,1
STAT3 inh,5,4,-4,7,-3

26: CC1(C)N=C(N)N=C(N)N1c1ccccc1
27: Cc1ccc(C(=O)NCCCC(=O)O)o1
28: Cc1occc1-c1nnc(SCC(=O)NCCc2ccccc2)o1
29: CCOC(=O)C1C(=O)C=C(/C=C/c2ccccc2)CC1c1ccc(Cl)cc1 (configuration not stated)
30: O=C(CN1CCN(Cc2ccc(Cl)cc2)CC1)N/N=C/c1c[nH]c2ccccc12

compound no.,26,27,28,29,30
APP 5'UTR act,-6,20,-3,8,-11
STAT1 inh,-3,-1,0,-4,3
Efa HMGR inh,-3,-2,0,1,-2
Hsp70 activator,-0.2,0.2,-0.2,-0.1,-0.3
NF-kB expr up,3.8*,1.1,1.3,0.96,1.1
STAT3 act,102,107,97,96,116
DTT redox prof,-1.2,-0.6,0.1,-4.3,-0.6
STAT1 act,103,101,99,104,99
TLR4-MyD88 BLA,-2,9,-5,9,-4
STAT3 inh,0,0,5,10,-23

31: Cc1ccc(S(=O)(=O)c2nc(NCCN(C)C)sc2Cl)cc1
32: C=CCNC(=S)N/N=C(\C)c1cc(OC)c(OC)c(OC)c1
33: CC(C)C(=O)Nc1ccc(C(=O)NNC(=O)c2cccs2)cc1
34: COc1cc([C@H]2[C@@H]3CCCC[C@]3(O)CCN2CC(=O)Nc2ccc(C)cc2)ccc1O
35: O=C(N/N=C/c1c(Nc2cccc(C(F)(F)F)c2)nc2ccccn2c1=O)c1ccccc1

compound no.,31,32,33,34,35
APP 5'UTR act,4,7,-10,-1,-12
STAT1 inh,3,15,-2,2,13
Efa HMGR inh,-2,1,-5,1,-7
Hsp70 activator,-0.2,-0.4,-0.2,-0.1,-0.1
NF-kB expr up,1.1,1.1,0.74,0.54,0.9
STAT3 act,100,89,97,109,111
DTT redox prof,-0.2,-0.4,0.7,2.2,-3.8
STAT1 act,98,86,102,98,88
TLR4-MyD88 BLA,-6,-1,1,2,1
STAT3 inh,3,16,4,-7,-13

Quoted at random: four entries already listed, in no set order.
35: O=C(N/N=C/c1c(Nc2cccc(C(F)(F)F)c2)nc2ccccn2c1=O)c1ccccc1
9: O=c1cc(N2CCN(c3ccc(F)cc3)CC2)[nH]c(=O)n1C1CCCCC1
7: COc1ccccc1C(=O)NC1CCN(C(=S)NCCc2ccccc2)CC1
24: COc1cc(C(=O)N2CCN(C/C=C/c3ccccc3)CC2)cc(OC)c1OC

compound no.,35,9,7,24
APP 5'UTR act,-12,11,4,13
STAT1 inh,13,-12,4,3
Efa HMGR inh,-7,-3,-4,-4
Hsp70 activator,-0.1,-0.2,-0.3,0.1
NF-kB expr up,0.9,1.1,0.96,1
STAT3 act,111,87,99,96
DTT redox prof,-3.8,-0.1,-0.8,1.3
STAT1 act,88,111,95,99
TLR4-MyD88 BLA,1,-5,-5,-3
STAT3 inh,-13,17,3,7

Additional entries follow.
36: CC1(C)CC(=O)C=C(NCCN2CCN(C(=O)Nc3ccc(Cl)cc3)CC2)C1
37: Cc1cccc(-n2ncc3c(NCc4ccccc4)ncnc32)c1
38: Cc1ccc(S(=O)(=O)C2(C(=O)Nc3nccs3)CC2)cc1
39: Cc1ccc(-n2nnnc2SCC(=O)NC2CCCc3ccccc32)c(C)c1 (configuration not stated)
40: O=CN1N=C(c2ccccc2)CC1c1ccccc1[N+](=O)[O-] (configuration not stated)

compound no.,36,37,38,39,40
APP 5'UTR act,-4,48,2,10,12
STAT1 inh,3,-21,1,-2,15
Efa HMGR inh,-4,-5,-7,1,-2
Hsp70 activator,-0.1,0.7,-0.1,-0.3,-0.3
NF-kB expr up,1,1.8,1,0.82,1
STAT3 act,97,107,96,102,104
DTT redox prof,1.3,-2.5,-0.5,0.6,-0.1
STAT1 act,97,121,100,104,87
TLR4-MyD88 BLA,-4,1,-9,8,-7
STAT3 inh,10,-8,5,-5,-4

41: O=C(Nc1ccc2oc(-c3ccccc3)nc2c1)c1ccccc1F
42: COc1ccc(NC2CC(=O)NC2=O)cc1 (configuration not stated)
43: O=C(CSc1ccccc1C(=O)NCc1ccccc1)NC1CCCCCCC1
44: Cc1nnc(SCC(=O)N/N=C/c2cc(Cl)c(O)c(Cl)c2)s1

compound no.,41,42,43,44
APP 5'UTR act,102,12,8,-2
STAT1 inh,-56,-3,2,-1
Efa HMGR inh,-3,-5,-2,-4
Hsp70 activator,0.7,-0.3,-0.3,-0.4
NF-kB expr up,2.8,1.2,0.98,0.99
STAT3 act,96,102,91,105
DTT redox prof,2.2,0.7,-0.5,0.4
STAT1 act,146*,102,98,101
TLR4-MyD88 BLA,3,0,10,3
STAT3 inh,6,1,13,-8
